MrgX1 allo act: positive allosteric modulators of MrgX1, primary screen, HEK293 cells, Fluo-4 calcium flux. Mas-related G-protein coupled receptor member X1 (Homo sapiens), Q96LB2. FDSS; active compounds read high. hit rate 0.63% among 310,000. AID 588675, 2011. B-score at 10 µM;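 active means plate-corrected calcium response at least 3 library SD above typical, normal starting fluorescence, not activating the receptor alone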;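 further: compound read alongside a low EC10 to EC30 dose of BAM8-22 agonist; peak minus trough fluorescence over baseline measured at the second addition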
RGS4 block: RGS4 inhibitors, primary screen, cell-based, HEK293 M3R inducible RGS4, calcium flux | Regulator of G-protein signaling 4 (Homo sapiens), P49798 | Fluo-4 calcium flux; active compounds read high; triggered by carbachol at its EC20 | B-score at 10 µM | hit rate 0.45% among 310,000 | AID 463165, 2010;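 active means B-score, a plate-corrected calcium signal, over three deviations above library mean, with baseline fluorescence within five deviations of library mean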;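 further: RGS4 expression induced by doxycycline in cells with stable M3 receptor; B-score is computed from the integrated fluorescence ratio over baseline after carbachol; higher B-score means a larger calcium signal and so more RGS4 inhibition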
TRPC6 inhibitor: mouse TRPC6 channel inhibitors, primary screen, cell-based, HEK293, membrane potential dye; ACh-evoked depolarization; active compounds read low; B-score at 10 µM; hit rate 1.1% among 310,000;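 active means B-score under library mean minus 3 SD, initial fluorescence not abnormally high, positive integrated signal ratio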;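 further: B-score derived from integrated fluorescence ratio over the kinetic read; more negative B-score means stronger inhibition of depolarization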
Target sequence (Q61143 whole entry, looked up): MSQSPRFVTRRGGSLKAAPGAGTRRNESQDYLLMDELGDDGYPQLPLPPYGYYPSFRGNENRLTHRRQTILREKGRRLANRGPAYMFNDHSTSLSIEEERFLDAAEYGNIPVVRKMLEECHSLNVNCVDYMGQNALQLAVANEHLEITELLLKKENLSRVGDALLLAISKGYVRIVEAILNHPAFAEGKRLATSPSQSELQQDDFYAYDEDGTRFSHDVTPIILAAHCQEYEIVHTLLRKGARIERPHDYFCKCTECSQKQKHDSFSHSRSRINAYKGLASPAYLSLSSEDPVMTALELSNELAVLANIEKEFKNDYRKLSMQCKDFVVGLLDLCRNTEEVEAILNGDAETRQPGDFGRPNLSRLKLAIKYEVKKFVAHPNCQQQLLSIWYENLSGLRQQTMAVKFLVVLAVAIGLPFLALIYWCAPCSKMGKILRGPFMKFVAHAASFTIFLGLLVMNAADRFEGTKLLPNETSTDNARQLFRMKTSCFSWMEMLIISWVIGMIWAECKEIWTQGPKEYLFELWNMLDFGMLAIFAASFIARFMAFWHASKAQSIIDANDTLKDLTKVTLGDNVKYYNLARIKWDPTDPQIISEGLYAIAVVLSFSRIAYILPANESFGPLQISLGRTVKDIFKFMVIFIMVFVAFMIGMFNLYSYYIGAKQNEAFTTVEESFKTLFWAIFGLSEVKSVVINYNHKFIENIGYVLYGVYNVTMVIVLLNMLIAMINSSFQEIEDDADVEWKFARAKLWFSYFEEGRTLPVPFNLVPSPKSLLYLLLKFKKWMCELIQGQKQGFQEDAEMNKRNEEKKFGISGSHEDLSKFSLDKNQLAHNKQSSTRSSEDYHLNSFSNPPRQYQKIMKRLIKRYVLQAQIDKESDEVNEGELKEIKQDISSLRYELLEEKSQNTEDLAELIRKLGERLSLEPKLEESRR
TRPC6 activator: mouse TRPC6 channel activators, primary screen, cell-based, HEK293, membrane potential dye; Short transient receptor potential channel 6 (Mus musculus), Q61143; HEK293-TRPC6 membrane potential dye fluorescence; active compounds read high; B-score at 10 µM; hit rate 0.13% among 310,000; AID 2550, 2010;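 active means B-score of the integrated fluorescence ratio above library mean plus 3 SD, and starting fluorescence ratio within library mean plus 5 SD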;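 further: higher score means more depolarization so channel activation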
TRPC4 inh: inhibitors of mouse TRPC4 channel, primary screen, Fluo4 calcium, HEK293 TRPC4beta/mu-opioid cells; DAMGO-evoked Fluo4 calcium flux; active compounds read low; hit rate 0.39% among 300,000; B-score at 10 µM; Short transient receptor potential channel 4 (Mus musculus), Q9QUQ5;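 active means B-score over 3 SD under the library average, no early fluorescence shift, positive overall ratio signal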
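Material: HEK293 cells with stable TRPC4beta plus mu-opioid receptor expression / Probe or stimulus: DAMGO in two steps, submaximal then maximal / Compound: single concentration per test compound / Technique: kinetic Fluo4 fluorescence imaging of calcium influx / Read-out: per-well B score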
MrgX1 antag: antagonists of human MrgX1 receptor, primary screen, HEK293 cells, Fluo-4 calcium flux | hit rate 1.3% among 310,000 | BAM8-22 antagonism; active compounds read low | B-score at 10 µM | Mas-related G-protein coupled receptor member X1 (Homo sapiens), Q96LB2;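 active means calcium-response B-score plate-corrected more than 3 library SD below zero, starting fluorescence within 5 deviations, no agonist response on first addition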;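 further: peak minus trough fluorescence over baseline after final BAM8-22 challenge near maximal dose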
MrgX1 ag: agonists of human MrgX1 receptor, primary screen, HEK293 cells, Fluo-4 calcium flux; Mas-related G-protein coupled receptor member X1 (Homo sapiens), Q96LB2; Fluo-4 calcium fluorescence, agonist mode; active compounds read high; B-score at 10 µM; hit rate 0.44% among 310,000; AID 588627, 2011;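 active means calcium response B-score plate-corrected fluorescence ratio at least 3 library SD, with starting fluorescence B-score inside 5 SD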
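System: HEK293 cells stably expressing human MrgX1 receptor; Dosing: test compound in the initial addition of three; Schedule: overnight plating, then 30 min 37 °C plus 30 min room-temperature dye loading; Detection: kinetic calcium dye fluorescence, Fluo-4 NW; Controls: per-plate positive and negative controls for Z′ factor.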
ANO1 activ: TMEM16A chloride channel activators or potentiators, primary screen, cell-based, HTS | B-score at 10 µM | hit rate 0.3% among 340,000 | AID 623877, 2012 | HEK293 TMEM16A/YFP-H148Q/I152L, iodide quench fluorescence; active compounds read low;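 active means fluorescence-ratio B-score plate-corrected deviation score at least 3 library SD below zero, with starting fluorescence score within 5 deviations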;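 further: channel opened by trigger with iodide after compound preincubation; score built on the fluorescence ratio of max minus min over baseline; more negative score means more quench and so TMEM16A activation or potentiation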
TRPC4 PAM: positive allosteric modulators of TRPC4, primary screen, cell-based, mouse TRPC4beta, HEK293 mu-opioid, Fluo-4 calcium | Short transient receptor potential channel 4 (Mus musculus), Q9QUQ5 | DAMGO EC20, Fluo-4 Ca2+ flux; active compounds read high | B-score at 10 µM | hit rate 0.42% among 310,000 | AID 2227, 2009;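 active means B-score of calcium response area above 5 SD of library B-scores, with initial fluorescence ratio within 5 SD of library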;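 further: B-score of integrated fluorescence ratio over time as area under calcium response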
ANO1 block: TMEM16A chloride channel inhibitors, primary screen, cell-based, HTS | HEK293 TMEM16A/YFP iodide influx fluorescence, ionomycin | normalized B-score (activity score, 25-100; higher = stronger inhibition) at 10 µM | hit rate 1.2% among 310,000 | AID 588511, 2011;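 active means ratio plate-corrected score three or more library SD toward inhibition, starting fluorescence score within five deviations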;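 further: score derived from kinetic fluorescence span divided by baseline fluorescence per well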
TRPC4 agonist: activators of mouse TRPC4 channel, primary screen, Fluo4 calcium, HEK293 TRPC4beta/mu-opioid cells | Short transient receptor potential channel 4 (Mus musculus), Q9QUQ5 | Fluo4 calcium fluorescence; active compounds read high | B-score at 10 µM | hit rate 0.49% among 310,000 | AID 2237, 2010;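 active means B-score above 5 SD of library B-scores, and initial fluorescence ratio not above library mean plus 5 SD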;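 further: positive B-score marks a calcium rise read as TRPC4 activation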
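Material: TRPC4beta and mu-opioid receptor HEK293 stable cells | Incubation: 45 min room-temperature Fluo4 loading, 110 s read | Detection: Kinetic Fluo4 calcium fluorescence | Measure: Integrated baseline-normalised fluorescence ratio, converted to per-well B score | Benchmarks: Low control buffer alone, high control maximal DAMGO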
* marks the source's active call; other numbers are inactive results; i = inactive; · = not tested or not shown.

SMILES	MrgX1 allo act	RGS4 block	TRPC6 inhibitor	TRPC6 activator	TRPC4 inh	MrgX1 antag	MrgX1 ag	ANO1 activ	TRPC4 PAM	ANO1 block	TRPC4 agonist
COc1ccc(N2CCN(C(=O)CNC(=O)c3ccco3)CC2)cc1	i	i	i	i	i	i	i	i	i	i	i
CCOC(=O)C1=CN(Cc2ccc(OC)cc2)C=C(C(=O)OCC)C1c1cccs1	i	i	i	i	i	i	i	i	i	i	i
CCOC(=O)c1c(CSc2ccccc2)oc2cc(Br)c(O)c(CN(C)C)c12	i	i	i	i	i	i	i	i	i	i	i
C=CCn1c(=O)/c(=C2/Sc3cc(OC)ccc3N2C)s/c1=C1\C(=O)N(CC)C(=S)N1C	i	i	i	i	i	i	i	·	i	i	i
CCOC(=O)c1c(C)n(C)c2cc(Br)c(O)c(O)c12	i	i	i	i	i	i	i	i	i	i	i
O=C(OCC(=O)N1CCN(c2ccccc2)CC1)c1ccc(Cl)cc1[N+](=O)[O-]	i	i	i	i	i	i	i	i	i	i	i
CCCCc1ccc(-c2csc(/C(C#N)=C/c3ccco3)n2)cc1	i	i	i	i	i	i	i	i	i	i	i
O=S(=O)(NCCS(=O)(=O)N1CCN(c2ccccc2)CC1)c1ccc(F)cc1	i	i	i	i	i	i	i	i	i	i	i
COc1ccc(CCNC(=O)CSCc2ccc(C)cc2)cc1OC	i	i	i	i	i	i	i	i	i	i	i
COC(=O)c1c(C(=O)OC)c(-c2ccc(Cl)c(Cl)c2)n2c1CCC2	i	i	i	i	i	i	i	i	i	i	i
NC(=O)COC(=O)c1ccc2noc(-c3ccccc3)c2c1	i	i	i	i	i	i	i	i	i	i	i
CCN(CC)C(=O)CSc1nc(OC)cc(=O)[nH]1	i	i	i	i	i	-9.5*	i	i	i	i	i
Cc1nn(Cc2cccc(C(=O)Nn3cc([N+](=O)[O-])cn3)c2)c(C)c1[N+](=O)[O-]	i	i	i	i	i	i	i	i	i	i	i
CCOc1ccc(CCNC(=O)C2CC=CCC2C(=O)OC(C)C)cc1OCC (stereo not given)	i	i	i	i	i	i	i	i	i	i	i
COc1cc(C2NC(=O)c3ccccc3O2)cc(OC)c1OC (stereo not given)	i	i	i	i	i	i	i	i	i	i	i
COc1ccc(CNc2ncnc3sccc23)cc1OC	i	i	i	i	i	i	i	i	i	i	i
O=C(NCc1ccco1)C1CCCN1S(=O)(=O)c1ccc2ccccc2c1 (stereo not given)	i	i	i	i	i	i	i	i	i	i	i
C/C(CC(=O)Nc1ccc(F)cc1F)=N\NC(=O)C(=O)N1CCCCC1	i	i	i	i	i	i	i	·	i	i	i
O=C(/C=C/c1ccc(Br)o1)Nc1nccs1	i	i	i	i	i	i	i	i	i	i	i
O=C(c1cccs1)N1CCCC(c2nc3c(nnn3Cc3cccc(Cl)c3)c(=O)[nH]2)C1 (stereo not given)	i	i	i	i	i	i	i	i	i	i	i
CCOC(CNC(=O)c1ccc2c(c1)ncn2-c1ccc(F)c(F)c1)OCC	i	i	i	i	i	i	i	i	i	i	i
CCC(=O)Nc1nc(C)c(-c2csc(Nc3ccc(C(=O)O)cc3)n2)s1	·	i	i	i	i	·	·	i	i	·	i
COc1ccc([N+](=O)[O-])cc1-n1cnnn1	i	i	i	i	i	i	i	i	i	i	i
CCOc1ccc2cc(C3CC(c4ccco4)=NN3S(C)(=O)=O)c(=O)[nH]c2c1 (stereo not given)	i	i	i	i	i	i	i	i	i	i	i
COCCCNC(=S)NNC(=O)c1ccc(S(=O)(=O)N2CCC(C)CC2)cc1	i	i	i	i	i	i	i	i	i	i	i

Continuation:
SMILES	MrgX1 allo act	RGS4 block	TRPC6 inhibitor	TRPC6 activator	TRPC4 inh	MrgX1 antag	MrgX1 ag	ANO1 activ	TRPC4 PAM	ANO1 block	TRPC4 agonist
CCN(CC)CCc1c(C)[nH]c(C(=O)OCc2ccccc2)c1C	i	i	i	i	i	i	i	i	i	i	i
CC(C)(C)NC(=O)CN(C(=O)C(=O)Nc1ccc2c(c1)OCCO2)C1CCCC1	i	i	i	i	i	i	i	i	i	i	i
CCOC(=O)c1sc2nccc(N(C)C)c2c1N=CNOC	i	·	·	·	·	i	i	i	·	i	·
Cc1nc(-c2ccc(Cl)cc2)sc1C1(C)CC(c2cccc(F)c2)=NO1 (stereo not given)	i	i	i	i	i	i	i	i	i	i	i
Fc1ccc(Cn2nnnc2C(c2ccc(Cl)cc2)N2CCSCC2)cc1 (stereo not given)	i	i	i	i	i	i	i	i	i	i	i
Cc1ccc(N/N=C/c2ccc(N3CCOCC3)cc2)cc1C	i	i	i	i	i	i	i	i	i	i	i
O=C(O)CC(NC(=O)Nc1ccccc1)c1ccc(OC2CCCC2)cc1 (stereo not given)	i	i	i	i	i	i	i	i	i	i	i
Cc1cc(C)nc(N2CCC(C(=O)NNC(=O)Cc3ccccc3)CC2)n1	i	i	i	i	i	i	i	i	i	i	i
O=Cc1cn[nH]c1-c1ccccc1	i	i	i	i	i	i	i	i	i	i	i
CC(=O)N1CCN(c2ccc(NC(=O)c3ccccc3C)cc2)CC1	i	i	i	i	i	i	i	i	i	i	i
CCCCn1c(N)c(N(CC(C)C)C(=O)C2CC(=O)N(c3ccccc3C(C)CC)C2)c(=O)[nH]c1=O (stereo not given)	i	i	i	i	i	i	i	i	i	i	i
COc1cccc(NC(=O)CC2Oc3ccccc3NC2=O)c1 (stereo not given)	i	i	i	i	i	i	i	i	i	i	i
CN1CCN(c2ccc(S(=O)(=O)N3CCCCC3)cc2NC(=O)/C=C/c2ccc(OC(F)F)cc2)CC1	i	i	i	i	i	i	i	i	i	i	i
CN=c1nc(-c2ccccc2)n(-c2ccccc2)s1	i	·	·	·	·	-4.9*	i	i	·	25*	·
CN(C)c1cccc(C(=O)N/N=C/c2ccccc2F)c1	i	i	i	i	i	i	i	i	i	i	i
C=CCn1c(=O)c(C(=O)NCc2ccccc2)c(O)c2ccccc21	i	i	i	i	i	i	i	i	i	i	i
Cc1ccc(S(=O)(=O)NC(C(=O)N2CCOCCOCCOCCOCC2)C(C)C)cc1 (stereo not given)	i	i	i	i	i	i	i	i	i	i	i
COc1ccccc1N1CCN(Cc2ccc(Br)o2)CC1	i	·	·	·	·	i	i	i	·	i	·
Cc1ccccc1NC(=O)Cc1nnc(SCC(=O)NC2CCCCC2)n1C	i	i	i	i	i	i	i	i	i	i	i
COc1ccc(CC(=O)NCC(=O)N/N=C/c2ccc(C)o2)cc1	i	i	i	i	i	i	i	i	i	i	i
COc1cccc(CN(Cc2cccnc2)S(=O)(=O)c2ccc(-n3cnnn3)c(C)c2)c1	i	i	i	i	i	i	i	i	i	i	i
COc1cccc(CNC(=O)Cn2cc3c(n2)CCCCC3)c1	i	i	i	i	i	i	i	i	i	i	i
CCN(CC)CCNC(=O)Cn1nc(-c2ccccc2)c2ccccc2c1=O	i	i	i	i	i	i	i	i	i	i	i
O=c1[nH]c2ccc(Cl)cc2c(-c2ccccc2)c1N1CCN(c2ccccn2)CC1	i	7.5*	i	i	i	i	i	i	i	i	i
COc1ccccc1CCNC(=O)NC1CCCCC1	i	i	i	i	i	i	i	i	i	i	i

(list continues)
SMILES	MrgX1 allo act	RGS4 block	TRPC6 inhibitor	TRPC6 activator	TRPC4 inh	MrgX1 antag	MrgX1 ag	ANO1 activ	TRPC4 PAM	ANO1 block	TRPC4 agonist
Cc1ccc(Nc2nc(N)nc(CSc3nnnn3-c3ccccc3)n2)cc1	i	i	i	i	i	i	i	i	i	i	i
CC(C)c1[nH]c(=O)c(C#N)c2c1CSC(C)(C)C2	i	i	i	i	i	i	i	i	i	i	i
Cc1ccc(S(=O)(=O)N2CCN(C(=O)CNC(=O)c3ccc(Br)o3)CC2)cc1	i	i	i	i	i	i	i	i	i	i	i
CC1CCc2nc3ccc(S(=O)(=O)N4CCC(C(=O)NCc5ccccc5Cl)CC4)cc3c(C(=O)O)c2C1 (stereo not given)	i	i	i	i	i	i	i	i	i	i	i
COC(=O)c1ccccc1C(=O)N1CC(O)CO1 (stereo not given)	i	i	i	i	i	i	i	i	i	i	i
Cc1cc(OC(C)C(=O)NCCCN2CCOCC2)c2c(C)cc(=O)oc2c1 (stereo not given)	i	i	i	i	i	i	i	i	i	i	i
Clc1ccc(CSc2nnc(-c3sccc3-n3cccc3)o2)cc1	i	i	i	i	i	-4.8*	i	i	i	i	i
COc1ccc(C(=O)N(c2ccccn2)C2CCCCC2)c(OC)c1	i	i	i	i	i	i	i	i	i	i	i
CC(=O)OCC1(C)CN(c2ccccc2)N(C(C)=O)C1=O (stereo not given)	i	i	i	i	i	i	i	i	i	i	i
O=C(O)CC(C(=O)O)N1C(=O)/C(=C/c2ccc(-c3nc4ccccc4s3)o2)SC1=S (stereo not given)	i	i	i	i	i	i	i	-7.7*	i	i	i
COc1ccc(-c2nc3n(n2)C(=O)CC(c2ccco2)S3)cc1 (stereo not given)	i	i	i	i	i	i	i	i	i	i	i
COc1ccccc1NC1=CC(=O)CC(c2ccccc2)C1 (stereo not given)	i	i	i	i	i	i	i	i	i	i	i
CCC(C)(C)NC(=O)C(c1ccccc1Cl)N(C(=O)CCC(=O)Nc1cc(C)on1)c1ccc(NC(C)=O)cc1 (stereo not given)	i	i	i	i	i	i	i	i	i	i	i

From PubChem BioAssay
